GLD-1 RNA inh: GLD-1-TGE RNA interaction inhibition (C. elegans) | Q17339 | purified GLD-1 + fluorescein TGE RNA, fluorescence polarization | inhibition, % at 5.96 µM | hit rate 0.44% among 320,000;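 active means percent inhibition above a per-plate cutoff, the plate mean of test compounds plus 3 SD, cut at about 30% in these data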;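 further: 0% = DMSO wells with GLD-1 and probe and 100% = wells lacking GLD-1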
CR mimetic SO: yeast age-related superoxide inhibition as caloric restriction mimetic; hit rate 0.18% among 330,000; superoxide response (% of plate mean), % at 10 µM; AID 2690; S. cerevisiae aged cells, superoxide DHE fluorescence; hits give low values;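 active means superoxide response under a set limit, about three screen SD below normal, cut at about 65% in these data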;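 further: yeast aged for seven days with compound at 30 °C before DHE staining; 100% = average MFI of all compound-treated wells on the plate with controls excluded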
GRK2 aptamer HTS: blocks RNA aptamer binding to human GRK2. P25098. bead flow cytometry, FAM-aptamer displacement from GRK2. inhibition of aptamer binding, % at 10 µM. hit rate 0.59% among 330,000;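 active means inhibition of aptamer binding above 40%, roughly 3 SD of noise, on plates passing a quality check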;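 further: median bead fluorescence of bound FAM aptamer so fluorescent compounds give negative values; no value below 0 was filed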
Target sequence (P25098 whole entry, looked up): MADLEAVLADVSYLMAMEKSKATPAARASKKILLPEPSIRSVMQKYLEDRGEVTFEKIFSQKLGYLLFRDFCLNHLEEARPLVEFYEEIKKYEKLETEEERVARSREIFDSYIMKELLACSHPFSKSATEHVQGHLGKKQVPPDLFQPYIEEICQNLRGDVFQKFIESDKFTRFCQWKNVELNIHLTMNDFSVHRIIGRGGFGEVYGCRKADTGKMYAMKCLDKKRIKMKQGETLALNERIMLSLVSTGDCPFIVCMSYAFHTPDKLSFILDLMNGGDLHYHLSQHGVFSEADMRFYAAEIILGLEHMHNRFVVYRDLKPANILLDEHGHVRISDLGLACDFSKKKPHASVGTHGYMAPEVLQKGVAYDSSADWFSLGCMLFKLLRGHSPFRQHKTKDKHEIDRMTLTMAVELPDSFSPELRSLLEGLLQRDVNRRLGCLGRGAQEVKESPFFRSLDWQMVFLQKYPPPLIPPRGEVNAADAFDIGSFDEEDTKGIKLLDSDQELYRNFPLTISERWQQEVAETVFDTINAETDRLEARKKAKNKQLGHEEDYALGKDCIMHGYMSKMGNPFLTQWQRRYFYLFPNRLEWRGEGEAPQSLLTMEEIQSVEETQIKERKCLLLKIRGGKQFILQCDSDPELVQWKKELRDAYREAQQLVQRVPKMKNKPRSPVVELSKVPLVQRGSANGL
Bcl-xL primary: Bcl-xL (human) inhibition; Q07817; GST-Bcl-xL / FITC-Bim BH3 peptide fluorescence polarization; inhibition, % at 10.9 µM; hit rate 0.7% among 320,000;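 active means inhibition above the mean of all tested compounds plus 3 SD, cutoff set per campaign, cut at about 30% in these data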;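 further: 0% = DMSO wells and 100% = unlabeled Bim-BH3 peptide competitor; inhibitors lower millipolarization by displacing the labeled peptide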
MCL1 BIM primary: disrupts human MCL1 binding to BIM-BH3 peptide; Q07820; AID 2057; GST-MCL1 / FITC-Bim-BH3 fluorescence polarization; hit rate 0.68% among 320,000; inhibition, % at 10.9 µM;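 active means inhibition above the mean inhibition of all tested compounds plus 3 SD, set per campaign, cut at about 40% in these data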;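 further: 0% = DMSO wells and 100% = unlabeled Bim-BH3 peptide control; higher means more loss of mP so more displacement of Bim peptide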
Target sequence (Q07820 whole entry, looked up): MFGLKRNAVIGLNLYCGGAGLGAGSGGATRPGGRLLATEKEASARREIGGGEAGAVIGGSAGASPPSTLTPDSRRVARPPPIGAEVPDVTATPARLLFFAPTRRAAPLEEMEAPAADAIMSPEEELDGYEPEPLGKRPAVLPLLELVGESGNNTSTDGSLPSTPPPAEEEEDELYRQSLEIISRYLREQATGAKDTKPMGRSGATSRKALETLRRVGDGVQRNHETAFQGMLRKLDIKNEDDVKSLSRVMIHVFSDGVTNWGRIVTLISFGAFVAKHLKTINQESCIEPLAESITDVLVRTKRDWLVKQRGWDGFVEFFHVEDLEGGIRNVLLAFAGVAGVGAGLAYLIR
AGP1-GFP MLPCN: yeast TOR pathway AGP1-GFP modulation; S. cerevisiae AGP1-GFP multiplex flow cytometry, 3 h; GFP as percent of DMSO wells; GFP response vs DMSO, % at 10 µM; hit rate 0.02% among 320,000;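 active means GFP response relative to DMSO above a set limit, near screen average plus 3 SD, cut at about 150% in these data; inconclusive means fewer than 70 cells counted for the yeast strain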;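 further: median GFP channel fluorescence of the gated AGP1 strain per well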
VLA-4 inh: inhibition in a human VLA-4 binding assay | P13612 | VLA-4 expressing cells, ligand binding flow cytometry | inhibition, % (about 7 µM as worked out from the volumes in the protocol) | hit rate 0.2% among 330,000; in the data active means inhibition above about 50%
CIT2 TOR yeast: yeast TOR pathway CIT2-GFP modulation; S. cerevisiae CIT2-GFP strain, flow cytometry, 3 h; 100 means same as DMSO wells; GFP response vs DMSO, % at 10 µM; hit rate 0.065% among 320,000; AID 2029;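 active means GFP response relative to DMSO above a set limit, near the screen mean plus 3 SD, cut at about 150% in these data; inconclusive means Fewer than 70 cells measured for a yeast strain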;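 further: ratio of well median GFP fluorescence to mean of DMSO wells on the plate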
MEX-5 binding: C. elegans MEX-5 TCR-2 RNA binding activity; MEX-5/FITC-TCR2 RNA binding, fluorescence polarization; hits give low values; hit rate 0.38% among 300,000; activity score (negative = inhibition of binding), % at 10 µM;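 active means inhibition past about -25% in most replicates, and total fluorescence under double the plate's negative control median, limit read from the data; inconclusive means replicates evenly split on the limit, or fluorescence at least double controls; inactive means too little inhibition in most replicates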;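 further: 0% = DMSO and -100% = 5 µM competing unlabeled TCR2 RNA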
* = called active by the depositor; ? = inconclusive; nt = no result given. An unsorted share of the library; any-hit rate near 2.1%.

Values run as follows: GLD-1 RNA inh	MEX-5 binding	MCL1 BIM primary	CIT2 TOR yeast	CR mimetic SO	GRK2 aptamer HTS	AGP1-GFP MLPCN	VLA-4 inh	Bcl-xL primary
- O=C(NCc1n[nH]c(=S)n1-c1ccccc1)c1ccc(S(=O)(=O)N2CCOCC2)cc1
  -2	0.0	-1	94	109	0	96	3	-8
- CC(C)Nc1nc(Cl)nc(NN(C)c2nc(N(C)C)nc(N(C)C)n2)n1
  5	-1.0	5	86	91	0	89	20	4
- CCn1c(COc2ccccc2)nnc1SCC(=O)Nc1cc(C)ccc1OC
  5	1.0	-1	103	90	0	106	7	-5
- CN1C[C@H](C(=O)NC2(C)OC3(O)[C@@H]4CCCN4C(=O)[C@H](Cc4ccccc4)N3C2=O)CC2c3cccc4[nH]cc(c34)C[C@H]21 (some centres undefined)
  33*	-0.7	38	94	105	0	97	24	36*
- Cc1ccc(S(=O)(=O)CC(=O)Nc2nnc(C(C)(C)C)s2)cc1
  3	1.2	16	108	94	3	107	-2	4
- COc1cc(OC)cc(C(=O)N[C@H](C(=O)OCC(=O)Nc2ccc(C(C)C)cc2)C(C)C)c1
  2	0.5	-2	102	113	4	99	0	1
- Cn1c2ccccc2c2ncn(CCN3CCOCC3)c(=O)c21
  1	-1.2	-7	95	90	0	104	45	1
- COC(=O)c1cccc(NC(=O)Cc2nc(-c3ccccc3)sc2-c2ccc(C)cc2)c1
  7	1.0	-6	nt	109	3	nt	-3	-4
- COC(=O)c1cnn(-c2ccccc2)c1/C=N/NC(=S)Nc1ccccc1
  0	-3.5	14	100	95	0	100	14	8
- Cc1cc(C(=O)N2CCN(C/C=C/c3ccccc3)CC2)no1
  4	-1.1	8	107	92	5	102	8	1
- Cc1cc2cc(CNC(=O)c3ccc(S(=O)(=O)N(C)C)cc3)ccc2n1C
  14	-3.9	11	97	111	31	96	5	10
- Cc1ccsc1/C=N/NC(=O)C(=O)NCC(C)C
  -3	0.7	2	110	107	1	93	12	5
- CCC1(c2ccccc2)NC(=O)N(CC(=O)NC2(C#N)CCCCC2)C1=O (centres undefined)
  4	0.6	-1	93	124	1	102	7	-4
- Cc1cc(Cl)ccc1OCCCC(=O)N1CCCc2ccccc21
  9	0.2	14	107	93	1	96	14	8
- O=[N+]([O-])c1ccc(NC(=S)NCCc2ccc(Cl)cc2)cc1
  5	2.0	9	91	110	0	90	6	7
- C[C@H](CO)N1C[C@H](C)[C@@H](CN(C)S(=O)(=O)c2ccccc2)Oc2c(NC(=O)c3ccncc3)cccc2C1=O
  6	nt	nt	91	116	37	99	12	nt
- CC(=O)C1=C(C)OC(N)=C(C#N)C1c1cc2cccc(C)c2nc1Cl (centres undefined)
  -6	-0.5	-4	114	92	0	101	22	4
- Cc1ccc(OCC(=O)Nc2ccccc2C(N)=O)cc1
  8	1.8	8	102	98	0	98	-7	-1
- COCCCNCCCCOc1ccccc1-c1ccccc1
  1	-1.3	-6	100	118	0	102	-2	1
- CCOC(=O)C1=C(C)NC(=O)NC1c1ccc(C)o1 (centres undefined)
  12	3.2	14	101	93	8	106	-22	8
- Cc1ccc(S(=O)(=O)N2CC(=O)Nc3ccccc32)cc1C
  1	-0.4	8	95	94	1	94	20	-5
- COc1cccc(NC(=O)CCC2CCN(C(=O)Cc3cccc(F)c3)CC2)c1
  1	4.4	1	101	100	1	103	12	3
- CCCCN(CC)C(=S)Nc1ccc2nc(N3CCN(C)CC3)cc(C)c2c1
  2	-1.7	8	98	90	2	101	12	6
- Cc1c(C(=O)N2CCOCC2)sc(NC(=O)Cc2ccccc2)c1C#N
  2	-2.1	-3	111	107	0	101	2	2
- O=C(c1ccc(COc2ccccc2Br)o1)N1CCN(c2ccccn2)CC1
  6	-0.3	3	113	90	1	112	12	3
- O=C(NCc1ccco1)C1CCN(c2nc3ccccc3n2Cc2ccc(F)cc2)CC1
  6	-2.2	4	106	92	4	103	15	3
- Cn1c(=O)cc(SCC(=O)N2CCN(c3ccccc3)CC2)c2ccccc21
  10	-0.1	5	105	96	1	106	-18	3
- Cc1ccc(NC(=O)Cn2c(=O)c(C)nc3ccccc32)cc1
  -9	?	-1	90	115	0	100	-6	-4
- CC1CCN(C(=O)COC(=O)C2CCN(S(=O)(=O)c3ccc(Cl)c(C(F)(F)F)c3)CC2)CC1
  4	0.7	-6	90	101	1	105	-1	2
- CCOC(=O)c1c(NC(=O)c2c(C)noc2C)sc2c1CCCCC2
  4	-0.7	4	109	97	2	111	-5	-2
- Cc1cc(C(=O)Cn2nnc3ccccc3c2=O)c(C)n1-c1ccccc1F
  7	0.8	3	97	88	0	104	11	4
- COc1ccc(C)cc1NC(=O)COC(=O)c1c(C)noc1C
  6	-1.1	1	98	109	2	91	8	0
- O=C(NCc1ccc2c(c1)OCO2)C1CC(=O)N(C2CCCCCCC2)C1 (centres undefined)
  7	-2.9	-8	108	90	8	104	-2	3
- COc1ccc([N+](=O)[O-])cc1NC(=O)CN(C)S(=O)(=O)c1ccccc1
  6	-1.0	4	90	105	0	102	7	5
- O=C(Nc1cccc(NC(=O)c2c(F)cccc2F)n1)c1c(F)cccc1F
  1	0.7	-7	94	89	2	90	10	2
- COCCNC(=O)c1cccc(OC2CCN(Cc3ccc(F)cc3OC)CC2)c1
  8	-2.9	10	102	95	1	98	10	11
- NS(=O)(=O)c1ccc(NC(=O)COC(=O)c2cc3ccccc3cc2O)cc1
  7	0.0	-2	101	104	5	99	-9	-3
- COc1ccc(-c2csc3ncnc(Cl)c23)cc1
  -8	2.4	6	99	97	0	92	-15	5
- COc1cc(OC)c(C(=O)OC(C)C(=O)NCc2ccc3c(c2)OCO3)cc1OC (centres undefined)
  -2	nt	nt	87	100	0	99	11	nt
- CCOCCn1c(SCc2cccc(C)c2)nc2c1c(=O)[nH]c(=O)n2C
  -6	2.0	0	86	88	0	90	1	2
- CCc1ccccc1NC1c2ccccc2C(=O)N1Cc1ccco1 (centres undefined)
  2	3.5	5	97	104	3	102	-7	1
- CCOC(=O)c1c(S(=O)(=O)NCC(=O)Nc2cc(C)ccc2C)c(C)n(C)c1C
  -1	0.5	4	98	91	1	100	-5	5
- O=C1c2ccccc2CN1CCSC(=S)N1CCSCC1
  9	0.8	-2	96	81	4	95	-1	1
- CS(=O)(=O)N(CC(=O)Nc1ccccc1-c1ccccc1)c1ccc(F)cc1
  9	-2.1	3	98	99	4	102	21	0
- COc1cccc(C(C(=O)NC(C)(C)C)N(Cc2ccco2)C(=O)CCC(=O)Nc2cc(C)on2)c1OC (centres undefined)
  1	0.1	-4	101	97	0	108	-2	-2
- Cc1cc(NC(=O)c2nn(C)c(C)c2[N+](=O)[O-])no1
  8	0.8	-8	nt	128	1	101	8	-3
- COc1ccc(C(=O)N2CCC(C(=O)Nc3ccc(C)cc3)CC2)cc1
  3	1.9	2	97	101	2	96	9	4
- COC(=O)c1ccc(C2=NOC(C)(c3nnc(Cc4ccccc4)o3)C2)cc1 (centres undefined)
  12	2.3	-5	nt	nt	nt	nt	nt	0
- CC(=O)Nc1ccc(CNc2ncnc3ccc(-c4c(C)noc4C)cc23)cc1
  -1	nt	3	95	117	2	99	7	2
- CC(C)Oc1ccc(CNCC2(O)CCOC(C)(C)C2)cc1 (centres undefined)
  1	-0.6	7	99	87	57*	93	-6	10
- Cc1ccc(NC(=O)c2ccccc2-c2ccc(C(F)(F)F)cc2)cc1S(=O)(=O)N1CCOCC1
  3	-0.2	-9	102	99	3	101	5	-4
- CCC(=O)Nc1ccc(C(=O)Nc2ccc(OC)cc2[N+](=O)[O-])cc1
  0	3.2	7	107	106	1	103	7	5
- COc1ccc(NC(=O)c2ccc(C)o2)c([N+](=O)[O-])c1
  -6	0.7	-4	103	114	3	98	-4	1
- CCOc1ccc(C(=O)O)cn1
  5	-0.6	1	100	119	1	100	-29	-1
- O=C(c1ccc2c3n(nc2c1)-c1ccc(Cl)cc1CO3)N1CCCCC1
  -2	-2.0	1	69	99	0	73	-9	-3
- COc1cccc(NC(=O)CCNC(=O)N2CC(=O)Nc3ccccc32)c1
  3	1.4	-3	94	105	0	108	-4	7
- O=C(c1[nH]nc2c1CCc1ccccc1-2)N1CCN(Cc2ccc3c(c2)OCO3)CC1
  7	2.3	0	96	84	0	101	19	-4
- O=C(Cn1nnc(-c2ccccc2NC(=O)c2ccco2)n1)Nc1ccccc1
  -3	-2.3	-8	100	99	0	101	1	-2
- Cc1nc2ccn(Cc3ccccc3)c(=O)c2cc1C(=O)N1CCN(c2ccccc2)CC1
  -1	-0.2	9	94	92	6	98	-102	7
- CC(C)c1ccc(NC(=O)NC2(C(=O)NCc3cccnc3)CCCCC2)cc1
  0	0.8	2	104	115	2	96	7	7

Further structures:
Values run as follows: GLD-1 RNA inh	MEX-5 binding	MCL1 BIM primary	CIT2 TOR yeast	CR mimetic SO	GRK2 aptamer HTS	AGP1-GFP MLPCN	VLA-4 inh	Bcl-xL primary
- Cc1cccc(-n2cc(CN3CCN(c4ccccn4)CC3)c(-c3cccc(F)c3)n2)c1
  7	-2.4	13	97	94	4	98	-6	1
- O=C1N/C(=C/c2cccn2-c2ccccc2)C(=O)N1Cc1ccc(F)cc1
  -8	-3.5	-13	94	117	0	99	9	-5
- O=C(O)C1C2CCC(O2)C1C(=O)Nc1cnn(Cc2ccccc2)c1 (centres undefined)
  0	-1.2	2	97	100	2	99	-7	-1
- CN1C(=O)/C(=C\c2cc(Br)cs2)c2ccccc21
  2	-3.9	-1	98	90	0	104	2	5
- CC1(C)OC(c2ccccc2)=C/C(=C\C=N\NC(=O)c2ccncc2)O1
  -1	-0.2	14	nt	90	2	nt	2	2
- CC1CC1c1ccc(/C=C(\C#N)C(=O)Nc2cc(Cl)ccc2Cl)o1 (centres undefined)
  4	-4.8	-23	109	87	0	98	-1	-10
- Cc1cccc(OCC(=O)NCC(=O)N/N=C/c2ccc(O)cc2O)c1
  8	-0.1	7	100	94	2	103	11	4
- N#Cc1c(N)n(CCOC(=O)c2cccc(Br)c2)c2nc3ccccc3nc12
  -18	-1.8	-6	115	93	0	nt	-3	-4
- COc1ccc(C(=O)Nc2cc(=O)n(C)c(=O)n2C)cc1OC
  4	0.4	5	92	101	0	108	25	3
- CCCN(CCC)CCCNC(=O)c1cn(CC)c2ccc(S(=O)(=O)N3CCOCC3)cc2c1=O
  1	-1.4	1	101	107	1	97	5	1
- CC(=O)c1ccc2c(c1)OCCOCCOCCO2
  5	-1.0	2	?	89	4	?	-1	3
- CCOC(=O)CCCC(=O)Nc1ncnc2c1C(c1ccccc1)c1c(ccc3ccccc13)O2 (centres undefined)
  -2	nt	nt	115	112	2	98	-10	nt
- O=C(Nc1ccccn1)NC(C(F)(F)F)C(F)(F)F
  -11	-0.1	-1	91	110	2	105	10	6
- CCC(C)NC(=O)CCSCCC(=O)NC(C)CC (centres undefined)
  6	-0.2	9	85	102	0	99	1	5
- Cc1ccc(NC2CCCN(C(=O)CSc3ccccn3)C2)cc1C (centres undefined)
  nt	0.7	nt	85	99	24	85	7	nt
- CC(OC(=O)C(C)N1C(=O)C2C3C=CC(C4CC34)C2C1=O)C(=O)c1ccccc1 (centres undefined)
  5	1.1	-1	nt	94	0	nt	58*	6
- CCNC(=S)N(CCc1cccc(C)c1)Cc1cc2cc(OC)c(OC)cc2[nH]c1=O
  1	-1.0	4	93	107	7	90	8	3
